# Assay outcomes: PubChem BioAssay, Broad Institute
# Xi reactivation: reactivates the inactive X chromosome in mouse fibroblasts. XiGFP mouse fibroblasts, % GFP-positive cells imaging, 3 d; cells co-treated with 5-aza-dC sensitizer; scaled so ellipticine positive control = 100%. activation, % at 7.58 µM. actives 0.055% (n = 360,000). AID 743238;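 active means mean normalized replicate activation at least 10% and every replicate at or above 10%; inconclusive means only one of the two criteria met; inactive means mean below 10% and not all replicates reach 10%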;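 further: 0% = median of on-plate neutral control wells and 100% = ellipticine 6 µM median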
#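 System: 68-5-11 XiGFP fibroblast line | Buffer or medium: DMEM containing 5-aza-dC | Compound: Single point | Times: Compounds 3 days, fix/stain 15 min at room temperature | Benchmarks: Positive control ellipticine, 6 µM final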
# RAD54 branch: inhibitors of human RAD54 branch migration. Q92698. RAD54 Holliday junction branch migration, FAM/BHQ fluorescence. inhibition, % at 10.4 µM. actives 0.14% (n = 360,000). AID 602329;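 active means mean normalized replicate activity at least 40 and at least half of replicates scoring 40 or more; inconclusive means only one of the two criteria met; inactive means mean below 40 and under half of replicates reaching 40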;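 further: 0% = median of neutral control wells and 100% = median of positive control wells; inhibitors cause a drop in the FAM fluorescence signal; in these data hits start at about 50%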
# Target sequence (Q92698 whole entry, looked up): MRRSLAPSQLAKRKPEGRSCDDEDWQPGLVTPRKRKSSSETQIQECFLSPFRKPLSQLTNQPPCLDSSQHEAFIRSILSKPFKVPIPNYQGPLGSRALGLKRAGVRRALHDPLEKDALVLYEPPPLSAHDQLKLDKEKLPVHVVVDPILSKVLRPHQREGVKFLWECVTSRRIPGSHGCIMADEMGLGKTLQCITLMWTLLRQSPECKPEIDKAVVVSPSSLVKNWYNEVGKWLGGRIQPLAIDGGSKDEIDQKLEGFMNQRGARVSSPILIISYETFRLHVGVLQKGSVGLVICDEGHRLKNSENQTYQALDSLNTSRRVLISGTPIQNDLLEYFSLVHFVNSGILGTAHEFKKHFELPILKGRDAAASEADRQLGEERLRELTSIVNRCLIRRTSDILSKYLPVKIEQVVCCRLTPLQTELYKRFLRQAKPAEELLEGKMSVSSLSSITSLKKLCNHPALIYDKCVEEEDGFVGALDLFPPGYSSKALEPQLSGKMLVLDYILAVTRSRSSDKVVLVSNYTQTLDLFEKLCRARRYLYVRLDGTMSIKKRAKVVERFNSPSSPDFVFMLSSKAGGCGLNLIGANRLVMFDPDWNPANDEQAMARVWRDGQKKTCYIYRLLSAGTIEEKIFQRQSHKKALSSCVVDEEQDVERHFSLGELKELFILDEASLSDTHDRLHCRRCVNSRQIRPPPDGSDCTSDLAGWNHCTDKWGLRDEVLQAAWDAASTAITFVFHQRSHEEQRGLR
# esBAF inh: blocks esBAF chromatin remodeling in mouse ES cells; Bmi1-luciferase knock-in reporter, 24 h; 100% = twice the neutral-well signal; reporter increase, % at 12.5 µM; actives 2% (n = 350,000); AID 602393; in the data active means activation above about 40%; inconclusive means no clear call, values can overlap the other calls;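 further: 0% = median of the plate's neutral control wells and 100% = double that signal; a rise in the Bmi1 reporter signal indicates esBAF inhibition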
# E-sel inducer: induces E-selectin expression in human endothelial cells; HUVEC E-selectin immunofluorescence imaging; normalized: neutral wells 0, TNF-alpha wells 100; actives 0.37% (n = 260,000); activation, % at 7.58 µM; P16581;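 active means mean E-selectin-positive cell signal at least 10% of the positive control, reached in at least 60% of replicates, without over 20% cell loss; inconclusive means no rule given, readout overlaps actives, possibly toxicity-flagged; inactive means the rest, including those meeting only one limit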;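 further: in these data hits start at about 27%; measured in HUVEC primary endothelial cells; signal is the percent of cells scored E-selectin positive by PE staining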
#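 Read-out basis: % PE-positive cells; Test system: HUVEC primary endothelial cells; Technique: immunofluorescence imaging; Dosing: single-point compound dose.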
# ERAP1 inh: ERAP1 (human) enzyme inhibition. Q9NZ08. recombinant ERAP1, Leu-AMC fluorescence, 60 min. inhibition, % at 10.7 µM. actives 0.15% (n = 340,000). AID 652197;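 active means mean replicate inhibition of at least 30%, or all replicates individually reaching that 30% level; inactive means mean below 30% and not every replicate reaching it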;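 further: 0% = neutral control wells and 100% = L-leucinethiol positive control wells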
# S100A4 MyoIIA: blocks human S100A4 binding to myosin IIA peptide; actives 0.14% (n = 360,000); AID 652163; S100A4/TAMRA-MyoIIA peptide fluorescence polarization; P26447; inhibition, % at 10.7 µM;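 active means mean inhibition of at least 70% across replicates, with every replicate also reaching that level; inconclusive means mean inhibition reaches 70% but some replicates fall short; inactive means mean inhibition below 70%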
# Target sequence (P26447 whole entry, looked up): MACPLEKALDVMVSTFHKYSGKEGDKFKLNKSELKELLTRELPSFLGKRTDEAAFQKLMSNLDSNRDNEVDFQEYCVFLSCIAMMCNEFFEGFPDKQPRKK
#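 Test system – S100A4 monomer (human) · Compound – single-point compound testing · Schedule – 5 min incubation before reading · Probe or stimulus – TAMRA-labelled myosin IIA heavy-chain peptide probe, 5 nM · Benchmarks – neutral control DMSO, positive control TFP · Medium – Calcium-containing HEPES buffer, pH 7.2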
# RAD52 inh: blocks human RAD52 DNA annealing; P43351; recombinant RAD52 DNA annealing, FRET fluorescence; inhibition, % at 18.7 µM; actives 0.46% (n = 360,000); AID 651710;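 active means every replicate showing at least 50% inhibition; inconclusive means mean inhibition at least 50% but not in every replicate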
# ERp5 block: ERp5 (human) disulfide isomerase inhibition; ERp5 insulin aggregation, absorbance 650 nm, 90 min; inhibition, % at 9.99 µM; actives 0.05% (n = 350,000);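 active means mean replicate inhibition above about 25%, with every replicate also reaching it, limit read from the data, passing the limit was not always enough; inconclusive means only one of those two criteria met; inactive means neither criterion met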
# * = called active by the depositor; ? = inconclusive; · = no result given.
SMILES,Xi reactivation,RAD54 branch,esBAF inh,E-sel inducer,ERAP1 inh,S100A4 MyoIIA,RAD52 inh,ERp5 block
CCc1cc2c(=O)c(-c3nc(C)cs3)coc2cc1OC(C)C(=O)NCCO (centres undefined),0.0,-3,15,·,·,-8,·,·
C[C@H](CO)N1C[C@H](C)[C@@H](CN(C)C)Oc2c(NC(=O)C3CCOCC3)cccc2C1=O,-0.1,-17,-4,-0.1,-1,25,-4,-1
C#CCOCCOCCOCCNc1nc(N2CCN(C(=O)C([C@@H](C)O)n3cc([C@@H](N)CCCCN)nn3)CC2)nc(N2CCN(C(=O)[C@H](CCCCN)n3cc([C@@H](N)[C@H](C)CC)nn3)CC2)n1 (some centres undefined),0.0,28,-6,0.1,-3,-1,72*,2
CC(=O)c1cccc(NC(=O)c2ccc(C)o2)c1,0.2,·,·,·,20,18,-5,-5
COc1cc(C(O)c2nc(-c3ccccc3OC)cs2)ccc1F (centres undefined),-0.1,-8,-4,0.1,3,12,-10,4
NC1=NC(=O)C(Cc2ccc(Br)cc2)S1 (centres undefined),0.1,5,2,·,-1,-5,-18,4
Cc1cc(NC(=O)c2ccccc2O)nc(C)n1,0.0,·,·,-0.4,1,-3,-22,-2
C[C@H]1CN([C@@H](C)CO)C(=O)c2cccc(NC(=O)c3ccncc3)c2O[C@@H]1CN(C)C(=O)Nc1ccc2c(c1)OCO2,0.0,-13,16,-9.0,-1,-7,-2,2
CS(=O)(=O)N(CC(=O)Nc1ccccc1C(=O)N1CCCC1)c1ccccc1Br,0.0,12,3,0.4,1,2,6,8
CCc1nc2ccc(C(=O)NCc3ccccc3OC)cn2c1N(C)Cc1ccc(OC)cc1,0.0,-13,2,-0.1,-1,3,-194,13
N#CCCN(C(=O)CSc1nnc(-c2ccncc2)n1C1CC1)c1ccccc1,0.0,0,-2,·,3,-4,-1,2
CC(=O)c1ccc(NC(=O)CSc2nc(=O)cc(N)n2-c2ccccc2)cc1,-0.1,5,63*,-0.1,-1,3,-13,1
Cc1ccc(NC(=O)C2C3C=CC(O3)C2C(=O)O)cc1C (centres undefined),0.1,0,5,·,-1,4,-3,1
CN(CCc1ccccc1)C(=O)c1ccc(NC(=O)Cc2ccc(NC(=O)C3CCCN(C(=O)C4CCC4)C3)cc2)cc1 (centres undefined),0.0,-20,6,-0.1,0,0,-10,0
COc1ccc(S(=O)(=O)Nc2ccc3c(c2)CC(=O)N([C@@H](C)CO)C[C@@H](C)[C@@H](CN(C)C(=O)NC(C)C)O3)cc1,-1.4,-1,1,-2.2,2,3,13,-2
COc1ccc2[nH]c(C(=O)N(Cc3ccccn3)Cc3ccccn3)cc2c1,-0.1,·,·,-0.1,0,1,-33,-6
COC(=O)c1oc2ccc(Br)cc2c1NC(C)=O,0.1,-1,-7,·,5,-2,3,-16
C[C@H]1CCCCO[C@H](CN(C)Cc2ccc3c(c2)OCO3)[C@@H](C)CN([C@@H](C)CO)C(=O)c2cc(NS(=O)(=O)c3ccc(Cl)cc3)ccc2O1,0.3,-6,1,·,0,3,55*,0
Cc1onc(-c2ccccc2Cl)c1C(=O)O/N=C(\N)c1cccc([N+](=O)[O-])c1,0.1,15,-4,-0.1,4,-11,0,-1
O=C(C[C@@H]1C=C[C@@H](NC(=O)c2ccncc2)[C@@H](CO)O1)NCc1ccncn1,0.3,·,·,-0.5,1,-2,4,0
Cc1cccc(NC(=O)CCc2ccccc2)c1,-0.1,3,22,-3.5,-3,2,-5,3
O=S(=O)(c1ccc2oc(=S)[nH]c2c1)N1CCOCC1,-0.7,-5,3,-1.3,1,-1,0,-19
Cc1ccc(OCC(=O)NC2CC(C)(C)NC(C)(C)C2)c(C)c1,0.0,16,-7,-0.1,8,34,-18,7
CCC(=O)Nc1ccc(NC(=O)c2cccc3ccccc23)cc1,0.1,-11,1,·,-1,-7,-5,1
COc1ccc(NC(=O)COC(=O)CCc2nc3ccccc3c(=O)[nH]2)c(OC)c1,-0.9,4,5,0.3,2,5,-28,-3
COc1ccc(S(=O)(=O)Nc2ccc3c(c2)CC(=O)N([C@@H](C)CO)C[C@H](C)[C@@H](CN(C)S(=O)(=O)c2cccs2)O3)cc1,0.0,3,0,0.1,-3,-2,-9,-3
COc1cccc(CC(=O)Nc2ccc(S(=O)(=O)N3CCCCC3)cc2)c1,0.2,-4,·,-0.1,4,2,-3,3
CO[C@@H]1CN(C)C(=O)c2ccc(NC(=O)c3ccccc3)cc2OC[C@H](C)N(C(C)=O)C[C@@H]1C,0.4,·,·,0.0,-9,41,-16,6
Cc1cnc(C(=O)OCC(=O)N2C(C)CCCC2C)cn1 (centres undefined),0.0,3,-2,-0.6,2,1,-7,-1
CCN1C[C@@H]2[C@@H]3C(=O)N(Cc4ccccc4)C(=O)[C@@H]3[C@](C)(C1=O)N2C(=O)c1ccc(C(F)(F)F)cc1,0.0,-2,1,0.0,1,0,-15,-2
CCC1CC(/C(C)=N/NC(N)=O)OC1=O (centres undefined),-0.1,5,2,-0.1,0,5,-10,4
COc1cc(C2NC(=O)NC(O)(C(F)(F)F)C2C(=O)c2cccs2)ccc1O (centres undefined),·,-4,36,·,2,0,0,0
CC(=O)Nc1ccc(C2=CC(=O)C[C@H](c3ccc4c(c3)OCO4)C2)cc1,0.0,2,0,0.2,3,-9,-11,-2
COc1ccc(OC)c(NC(=O)COc2ccc(S(=O)(=O)N3CCCC3)cc2)c1,0.1,-5,-2,0.7,-5,4,-26,-2
C[C@@H]1CN([C@H](C)CO)C(=O)c2cccc(NC(=O)Nc3ccc(C(F)(F)F)cc3)c2O[C@H]1CN(C)Cc1ccccc1,0.1,-6,-9,-0.1,-2,15,12,0
CC(C)(C)C(=O)O/N=C(\N)c1c(Cl)cccc1Cl,0.2,·,-6,·,-3,1,-8,0
CNC[C@H]1Oc2ccc(NC(=O)CCC(F)(F)F)cc2C(=O)N([C@H](C)CO)C[C@H]1C,0.0,-11,-3,0.0,3,0,-6,-1
C[C@@H]1CN([C@@H](C)CO)C(=O)Cc2cc(NC(=O)Nc3ccccc3)ccc2O[C@H]1CN(C)Cc1ccc(C(=O)Nc2ccccc2N)cc1,0.2,·,·,-0.1,·,10,15,·
CCc1nc(Nc2cccc(F)c2)c2oc3ccccc3c2n1,0.0,-10,-1,-0.1,-4,-10,-10,2
Cc1noc(C)c1S(=O)(=O)Nc1ccc2c(c1)CC(=O)N([C@H](C)CO)C[C@@H](C)[C@H](CN(C)S(=O)(=O)c1cccs1)O2,-0.6,-9,-3,-0.1,3,-39,1,10
COC(=O)c1ccc(C(=O)Nc2ccc(C(C)C)cc2N)cc1,0.0,4,47*,·,5,0,4,-1
COc1ccccc1C(=O)NCCOc1ccc(C)c(C)c1,-0.1,-3,-2,·,2,5,-1,-2
Cc1[nH]c2ccc(C(=O)N3CCCCC3)cc2c1C,0.0,-9,·,0.8,3,-2,-10,2
O=C(NCCc1ccc(Cl)cc1)c1cccs1,0.0,2,?,-1.6,-2,1,8,-3
CCn1cc(C(=O)NCCCN2CCC(C)CC2)c(=O)c2cc(S(=O)(=O)N3CCCC3)ccc21,·,3,-13,·,6,-13,-4,7
CC(C)c1ccc(N=C(N)N=C(N)N)cc1,0.6,·,·,·,-4,4,-15,?
Cc1ccc(NC(=O)c2cnc(SCC(=O)NCC3CCCO3)n(C)c2=O)cc1 (centres undefined),0.2,5,14,0.9,1,1,-6,-2
COc1ccc(C(=O)c2ccc3oc(-c4ccc(OC)cc4)c(-c4ccc(O)cc4)c3c2)cc1,0.8,0,-11,0.3,0,-2,-7,3

# Looked up by structure from above (three):
SMILES,Xi reactivation,RAD54 branch,esBAF inh,E-sel inducer,ERAP1 inh,S100A4 MyoIIA,RAD52 inh,ERp5 block
CC(C)(C)C(=O)O/N=C(\N)c1c(Cl)cccc1Cl,0.2,·,-6,·,-3,1,-8,0
COc1ccc(NC(=O)COC(=O)CCc2nc3ccccc3c(=O)[nH]2)c(OC)c1,-0.9,4,5,0.3,2,5,-28,-3
Cc1cnc(C(=O)OCC(=O)N2C(C)CCCC2C)cn1 (centres undefined),0.0,3,-2,-0.6,2,1,-7,-1

# Going on with the list:
SMILES,Xi reactivation,RAD54 branch,esBAF inh,E-sel inducer,ERAP1 inh,S100A4 MyoIIA,RAD52 inh,ERp5 block
CCOc1ccc(NC(=S)NCCCN2CCOCC2)cc1,0.0,·,-5,1.0,-6,-23,-9,-5
C[C@H](CO)N1C[C@H](C)[C@@H](CN(C)Cc2ccncc2)Oc2ccc(NS(=O)(=O)c3ccccc3)cc2CC1=O,-0.1,-5,-1,-14,-1,4,-6,-3
CC(=O)c1c(C)[nH]c(C(=O)/C(C#N)=C/c2cccc(C)c2)c1C,-0.1,-3,6,·,-6,-4,-31,-5
Cc1ccc(S(=O)(=O)N2CCCCC2)cc1NS(=O)(=O)c1ccccc1F,0.0,5,·,0.1,0,6,8,7
COCCCNC(=O)[C@@]1(Cc2ccccc2N=[N+]=[N-])N=C(c2ccc(OCCCO)cc2)O[C@H]1c1ccccc1N=[N+]=[N-],·,6,·,·,-2,-38,-16,-3
C[C@@H]1CN([C@@H](C)CO)C(=O)Cc2cc(NC(=O)Cn3cnnn3)ccc2O[C@H]1CN(C)Cc1ccccc1,-0.1,-12,1,-0.1,4,3,1,-2
O=C1c2ccccc2C(Nc2cccnc2)N1Cc1ccc2c(c1)OCO2 (centres undefined),0.0,-9,0,-0.2,-3,19,-16,-6
O=C(CSc1nccn1-c1cccc(F)c1)NC1CCCC1,0.0,-3,-9,·,4,1,-2,1
O=C(c1ccco1)N1CCN(c2ncnc3scc(-c4cccs4)c23)CC1,·,·,·,·,0,1,-4,2
CCCN(C(=O)C1CCCN(c2ncnc3c2nc2n3CCCCC2)C1)c1ccccc1C (centres undefined),0.5,·,·,·,1,-1,-3,-1
COc1ccc(CCN2CC(C(=O)N3CCC(OC)CC3)CCC2=O)cc1 (centres undefined),0.1,-1,4,·,4,-2,5,-4
COc1ccc(S(=O)(=O)Nc2ccc3c(c2)C(=O)N([C@@H](C)CO)C[C@H](C)[C@@H](CN(C)C)OCCCC[C@H](C)O3)cc1,0.2,3,·,1.2,0,-11,-6,2
COc1cc(OC)cc(N(C(=O)CNC(=O)c2ccco2)C(C(=O)NCC2CCCO2)c2ccccc2)c1 (centres undefined),0.2,1,-1,-0.4,-3,1,-8,2
OCC[C@@H]1C[C@@H](O)[C@H](O)[C@@]2(CCc3ccccc3O2)O1,0.0,-8,-8,0.2,-1,-3,8,1
Cc1ccc(-c2csc(N3CCN(c4cc5c(cc4Cl)nc(C(C)N)n5CCCO)CC3)n2)cc1 (centres undefined),0.0,-2,-1,13,-1,-2,-11,-3
CCc1ccc(CNC(=O)c2ccc3c(c2)NC(=O)C(N2CCOCC2)S3)cc1 (centres undefined),0.0,-1,8,0.0,-1,1,-47,1
Cc1ccc(S(=O)(=O)N2CCC(C(=O)OCC(=O)NC(C)c3ccc(F)cc3)CC2)cc1C (centres undefined),0.0,1,-3,0.0,0,5,-29,-7
